Source: PubChem BioAssay
N370S GC mod: qHTS Assay for Inhibitors and Activators of N370S glucocerebrosidase as a Potential Chaperone Treatment of Gaucher Disease; Lysosomal acid glucosylceramidase (Homo sapiens), P04062; N370S GC spleen homogenate, 4MU-glucoside fluorescence; Potency, µM (series often up to 59.4 µM), for inactives: at the top dose activity change, negative = inhibition, usual class: inhibitors; 330,000 compounds, 0.092% hits;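 further: 0% = full enzyme activity and -100% = no enzyme basal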
GCN5L2 inh: qHTS Assay for Inhibitors of GCN5L2; GCN5L2 HAT assay, ThioGlo1 CoA-SH fluorescence; Potency, µM (titrated, usually from 58.9 µM), without a hit: at the top dose activity change, negative = inhibition, most hits filed as inhibitors; 390,000 compounds, 0.21% hits
Target sequence (Q92830 whole entry, looked up): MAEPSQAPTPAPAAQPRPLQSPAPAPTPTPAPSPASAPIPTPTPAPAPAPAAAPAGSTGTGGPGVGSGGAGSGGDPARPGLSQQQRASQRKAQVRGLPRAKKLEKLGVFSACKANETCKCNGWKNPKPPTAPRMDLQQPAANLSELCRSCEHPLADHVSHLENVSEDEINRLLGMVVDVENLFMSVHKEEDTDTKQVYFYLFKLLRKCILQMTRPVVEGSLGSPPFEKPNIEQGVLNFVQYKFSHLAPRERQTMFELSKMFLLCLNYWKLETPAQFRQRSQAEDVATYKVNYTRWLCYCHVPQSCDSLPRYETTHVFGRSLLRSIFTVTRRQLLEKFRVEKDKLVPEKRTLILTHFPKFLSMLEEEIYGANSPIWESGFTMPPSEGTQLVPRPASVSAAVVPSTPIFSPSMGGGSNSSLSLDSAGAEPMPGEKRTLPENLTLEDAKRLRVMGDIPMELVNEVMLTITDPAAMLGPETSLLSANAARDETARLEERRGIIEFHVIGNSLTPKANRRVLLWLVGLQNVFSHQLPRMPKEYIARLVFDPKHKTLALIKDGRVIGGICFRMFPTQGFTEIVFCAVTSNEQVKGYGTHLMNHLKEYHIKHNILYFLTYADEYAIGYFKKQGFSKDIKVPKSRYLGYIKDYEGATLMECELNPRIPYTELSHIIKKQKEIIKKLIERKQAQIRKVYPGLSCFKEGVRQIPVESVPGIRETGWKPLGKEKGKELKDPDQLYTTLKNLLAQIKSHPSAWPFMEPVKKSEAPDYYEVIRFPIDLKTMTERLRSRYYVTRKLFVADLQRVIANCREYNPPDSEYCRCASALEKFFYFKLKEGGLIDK
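Compounds, pin-transferred from DMSO stocks, meet 20nM GCN5L2 for 15 min before the reaction begins with H3(1-25) peptide (75uM) and acetyl-CoA (70uM). Thiol-reactive ThioGlo1 reports CoA release over 20 min at room temperature.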
* marks the source's active call; other numbers are inactive results; ? = inconclusive; / = no result given; & = joins results of further samples; [ ] = remark or other dose. The call rests on the fitted dose curve; in most records, active means well fitted curve in the direction sought with a large enough effect; inconclusive means small, poorly fitted or top-dose-only effect, or another doubt; inactive means no such curve, though single readings can be large; an effect the other way counts as inactive or inconclusive. Unless noted, on the % scale 0 is the no-effect control and ±100 the full control effect; potency means the concentration at half of the fitted maximal effect. This is a subset (hit frequency here may not be typical).

1. Oc1cc2c(cc1O)[C@H]1c3ccccc3CNC1CC2 (some centres undefined)
2. CCCCC#N
3. O=[N+]([O-])c1ccccc1O
4. COC(=O)C12CC3=CCC4C(=O)N(c5ccccc5)C(=O)C4C3Cc3ccccc3[C@@H]1CNC2=O (some centres undefined)
5. C[C@@H]1CC[C@@]2(OC1)O[C@H]1[C@@H](O)[C@H]3[C@@H]4CC[C@H]5C[C@@H](O[C@@H]6O[C@H](CO)[C@H](O[C@@H]7O[C@H](CO)[C@@H](O)[C@H](O[C@@H]8OC[C@@H](O)[C@H](O)[C@H]8O)[C@H]7O[C@@H]7O[C@H](CO)[C@@H](O)[C@H](O[C@@H]8O[C@H](CO)[C@@H](O)[C@H](O)[C@H]8O)[C@H]7O)[C@H](O)[C@H]6O)[C@H](O)C[C@]5(C)[C@H]4CC[C@]3(C)[C@H]1[C@@H]2C
6. Nc1ncnc2c1ncn2[C@@H]1O[C@H](COP(=O)(O)CP(=O)(O)OP(=O)(O)O)[C@H](O)[C@H]1O
entry no.,1,2,3,4,5,6
N370S GC mod,0%,-12%,10%,-7%,0%,0%
GCN5L2 inh,/,/,/,/,/,/

7. CCCC(=O)Cl
8. c1ccc2c(c1)CCCC2
9. CCc1ccc(C(=O)NN(C(=O)c2cc(C)cc(C)c2)C(C)(C)C)cc1
10. ClC(Cl)c1ccccc1
11. CCCC/C=C/[C@@H](NP(=O)(c1ccccc1)c1ccccc1)c1ccccc1OC
12. COC(C)C(O)(C(=O)OC1=CCN2CC[C@H](O)[C@H]12)C(C)C (some centres undefined)
entry no.,7,8,9,10,11,12
N370S GC mod,-5%,-4%,15%,3%,?,-9%
GCN5L2 inh,/,/,/,/,/,/

13. CCCCC/C=C\C/C=C\C/C=C\C/C=C\CCCC(=O)NC(C)C(=O)O (centres undefined)
14. CN(C)C(=O)Cl
15. CCCCC/C=C\C/C=C\CCCCCCCCCC(=O)NCCO
16. ClCC(Cl)Cl
17. ClCc1ccccc1
18. NC[C@H](CP(=O)(O)O)c1ccc(Cl)cc1
entry no.,13,14,15,16,17,18
N370S GC mod,-1%,-6%,5%,10%,1%,-7%
GCN5L2 inh,/,/,/,/,/,/

19. CCC[CH2][Sn]([Cl])([Cl])[Cl]
20. OC[P+](CO)(CO)CO
21. Cc1ccc(N=C=O)cc1N=C=O
22. C[C@@H]1OC=C2[C@@H](O)[C@H]3O[C@H]3C(=O)[C@@]23[C@H]1[C@H]1C2=C([C@@H](O)[C@H]4O[C@@H]4C2=O)[C@@H]3O[C@@H]1C
23. CN1CCc2cc3c(cc2C1C1OC(=O)c2c1ccc1c2OCO1)OCO3 (centres undefined)
24. CC(C)(C)C(O)(CCc1ccc(Cl)cc1)Cn1cncn1 (centres undefined)
entry no.,19,20,21,22,23,24
N370S GC mod,-4%,?,-10%,-9%[12.8 µM],21%&-4%,0%
GCN5L2 inh,/,/,/,/,/,/

25. CCCC[N+]12C3CC(C(CC)[C@H]1O)[C@@H]1C(O)C4(C[C@@H]12)c1ccccc1N(C)C34 (some centres undefined)
26. COC(=O)[C@H]1C[C@H]2CC[C@H](O)C[C@H]2N1CC1CC1
27. N#CCBr
28. CCC(Cl)[N+](=O)[O-] (centres undefined)
29. NC(Cn1ccc(=O)[nH]c1=O)C(=O)O (centres undefined)
30. O=C(O)c1cc(Cl)ccc1Cl
entry no.,25,26,27,28,29,30
N370S GC mod,-25%,-1%,4%,-1%,-1%,-4%
GCN5L2 inh,/,/,/,/,/,/

31. C=CC(=C)C
32. C=CC(=O)OCCN(C)C
33. C[C@@H]1O[C@@H](O[C@H]2CC[C@]3(C=O)C4CC[C@]5(C)[C@@H](C6=CC(=O)OC6)CC[C@]5(O)[C@@H]4CC[C@]3(O)C2)[C@H](O)[C@H](O)[C@H]1O (some centres undefined)
34. O=[N+]([O-])/C=C/c1ccccc1
35. N[C@H](CP(=O)(O)O)C(=O)O
36. CC(C)CC(C)Nc1ccc(Nc2ccccc2)cc1 (centres undefined)
entry no.,31,32,33,34,35,36
N370S GC mod,0%,-3%,11%,2%,-3%,-14%
GCN5L2 inh,/,/,/,/,/,/

37. CC(C)(C)OO
38. CCCBr
39. COC(=O)C12CC3=CC(CC3=O)Cc3ccccc3[C@@H]1CNC2=O (some centres undefined)
40. O=NN(c1ccccc1)c1ccccc1
41. Nc1ccccc1
42. CC(C)C1C(=O)N2CCCC2[C@]2(O)O[C@@](NC(=O)[C@@H]3C=C4c5cccc6[nH]cc(c56)C[C@H]4N(C)C3)(C(C)C)C(=O)N12 (some centres undefined)
entry no.,37,38,39,40,41,42
N370S GC mod,-6%&0%,1%,-2%,14%,10%,-10%
GCN5L2 inh,/,/,/,/,/,/

43. C=CC(=O)OCC
44. O=C(O)CCl
45. Clc1nc(Cl)nc(Cl)n1
46. C=CC(C)=O
47. Clc1cccc(C(Cl)(Cl)Cl)n1
48. N#CCCC#N
entry no.,43,44,45,46,47,48
N370S GC mod,8%,1%,0%,-5%,2%,1%
GCN5L2 inh,/,/,/,/,/,/

49. CCBr
50. COC(=O)C1=CO[C@@H](C)[C@@H]2CN3CC[C@]4(C(=O)Nc5c4ccc(OC)c5OC)[C@H]3C[C@H]12
51. O=CN1CC2CC(C1)c1cccc(=O)n1C2 (centres undefined)
52. C[C@H]1CCC/C=C/C2C[C@H](O)C[C@H]2[C@H](O)/C=C/C(=O)O1 (some centres undefined)
53. CCCc1cc2c(n1Cc1ccco1)C(C)C1CN(C(=O)c3ccccc3)C(C)(C(=O)OC)C21 (centres undefined)
54. C=C(C)CCl
entry no.,49,50,51,52,53,54
N370S GC mod,-4%,-3%,-7%,8%&-3%,-12%,-23%
GCN5L2 inh,/,/,/,/,/,/

55. C=CCCl
56. COCC#CCN1CCCCC1c1cccnc1 (centres undefined)
57. COc1cc2c(cc1O)C(CCc1ccc(Cl)cc1)N(C)CC2 (centres undefined)
58. CCC#N
59. Oc1cc(Cl)ccc1Cl
60. CCC[N+](=O)[O-]
entry no.,55,56,57,58,59,60
N370S GC mod,0%,1%,-13%,1%,-3%,4%
GCN5L2 inh,/,/,/,/,/,/

61. CC(C)C(O)(C(=O)OC[C@@H]1CC[N+]2([O-])CCCC12)C(C)O (some centres undefined)
62. c1ccc(OP(Oc2ccccc2)Oc2ccccc2)cc1
63. Clc1cccc(Cl)c1
64. CCCCC/C=C\C/C=C\C/C=C\CCCCC(=O)NCCO
65. COC(C)(C)C
66. NC(=NCCCC(N)C(=O)O)N[N+](=O)[O-] (centres undefined)
entry no.,61,62,63,64,65,66
N370S GC mod,6%,1%,9%,4%,-2%,3%
GCN5L2 inh,/,/,/,/,/,/

67. CC/C=C\C/C=C\C/C=C\C/C=C\C/C=C\CCCC(=O)NCCc1ccc(O)c(O)c1
68. C=CC(N)=O
69. CN(C)c1ccc(N)cc1
70. CC[C@]1(C2=NCCN2)Cc2ccccc2O1
71. CC(C)[C@]1(NC(=O)[C@@H]2C=C3c4cccc5[nH]cc(c45)C[C@H]3N(C)C2)O[C@@]2(O)C3CCCN3C(=O)[C@H](Cc3ccccc3)N2C1=O (some centres undefined)
72. COc1ccc2c(c1O)-c1cccc3c1C(C2)N(C)CC3 (centres undefined)
entry no.,67,68,69,70,71,72
N370S GC mod,6%,6%&-6%,-10%,10%,-7%,8%
GCN5L2 inh,/,/,/,/,/,/

73. CCCc1cc2c(n1CCO)C(C)C1CN(C(=O)c3ccccc3)C(C)(C(=O)OC)C21 (centres undefined)
74. CC(C)(Cl)Cl
75. O=C(OCCN1CCCCC1)C(O)(c1ccccc1)c1ccccc1
76. C[C@H](N)Cc1cccc(C(F)(F)F)c1
77. COC1CC(=C(c2cccs2)c2cccs2)C[N+](C)(C)C1 (centres undefined)
78. O=C(N/N=C/c1ccc([N+](=O)[O-])o1)c1cc([N+](=O)[O-])cc([N+](=O)[O-])c1O
entry no.,73,74,75,76,77,78
N370S GC mod,-9%,-3%,/,/,/,/
GCN5L2 inh,/,/,-1%,1%,5%,?

79. O=C1C[C@@H]2OCC=C3CN4CC[C@]56c7ccccc7N1[C@@H]5[C@@H]2[C@H]3C[C@H]46 (tested in a mixture with another compound)
80. c1ccc(C2(c3ccccc3)CC2C2=NCCN2)cc1 (centres undefined)
81. CC(=O)[C@H]1CC[C@H]2[C@@H]3CC[C@H]4C[C@](C)(O)CC[C@]4(C)[C@H]3CC[C@]12C
82. CCCCCC(O)C1C(=O)OC(C)C(O)\C=C/C=C\C=C/C=C\C=C(\C)C(O)C(O)C(O)CC(O)CC(O)CC(O)CC(O)CC1O (centres undefined)
83. NC(Cc1ccc(Oc2cc(I)c(O)c(I)c2)c(I)c1)C(=O)O (centres undefined)
84. NCC(O)c1cccc(O)c1 (centres undefined)
entry no.,79,80,81,82,83,84
N370S GC mod,/,/,/,/,/,/
GCN5L2 inh,-16%,2%&-7%,-2%&-2%,-1%,14µM*,-9%

85. C=CCN1CC[C@]23c4c5ccc(O)c4O[C@H]2[C@@H](O)C=C[C@H]3[C@H]1C5
86. CCOC(=S)SSC(=S)OCC
87. C[C@]12CC[C@H]3[C@@H](CC[C@@]45O[C@@H]4C(=O)C(C#N)C[C@]35C)[C@@H]1CC[C@@H]2O (some centres undefined)
88. CC(C)=CC1C(C(=O)OCc2coc(Cc3ccccc3)c2)C1(C)C (centres undefined)
89. C[C@]12CC[C@@H]3c4ccc(O)cc4C[C@@H](CCCCCCCCCS(=O)CCCC(F)(F)C(F)(F)F)C3[C@@H]1CC[C@@H]2O (some centres undefined)
90. CC(=O)Oc1ccc2c3c1OC1[C@@H](OC(C)=O)C=C[C@H]4[C@H](C2)N(C)CC[C@]314 (some centres undefined)
entry no.,85,86,87,88,89,90
N370S GC mod,/,/,/,/,/,/
GCN5L2 inh,-2%,?,-1%,-9%,34%[activator],-2%

91. C[N+]1([O-])[C@H]2CC[C@H]1CC(OC(=O)[C@@H](CO)c1ccccc1)C2 (some centres undefined)
92. CCN(CC)CCOC(=O)C(C)(c1ccccc1)c1ccccc1
93. CN(C)[C@@H](Cc1ccccc1)c1ccccc1
94. [S]=[Sb][S][Sb]=[S]
95. COC(C(=O)C(O)C(C)O)C1Cc2cc3cc(OC4CC(OC5CC(O)C(OC)C(C)O5)C(OC(C)=O)C(C)O4)c(C)c(O)c3c(O)c2C(=O)C1OC1CC(OC2CC(OC3CC(C)(O)C(OC(C)=O)C(C)O3)C(O)C(C)O2)C(O)C(C)O1 (centres undefined)
96. O=[N+]([O-])C(Br)(CO)CO
97. O=[N+]([O-])c1cc(I)c(O)c(I)c1
98. O=C1c2ccccc2C(=O)C1C(=O)C(c1ccccc1)c1ccccc1
99. CCOC(=O)NC(O)C(Cl)(Cl)Cl (centres undefined)
entry no.,91,92,93,94,95,96,97,98,99
N370S GC mod,/,/,/,/,/,/,/,/,/
GCN5L2 inh,-13%,-6%,-3%,-6%,-10%,?,9%,-3%,-5%

14 compounds out of the list, ordered by count of non-hydrogen atoms, falling:
82. CCCCCC(O)C1C(=O)OC(C)C(O)\C=C/C=C\C=C/C=C\C=C(\C)C(O)C(O)C(O)CC(O)CC(O)CC(O)CC(O)CC1O (centres undefined)
73. CCCc1cc2c(n1CCO)C(C)C1CN(C(=O)c3ccccc3)C(C)(C(=O)OC)C21 (centres undefined)
90. CC(=O)Oc1ccc2c3c1OC1[C@@H](OC(C)=O)C=C[C@H]4[C@H](C2)N(C)CC[C@]314 (some centres undefined)
88. CC(C)=CC1C(C(=O)OCc2coc(Cc3ccccc3)c2)C1(C)C (centres undefined)
81. CC(=O)[C@H]1CC[C@H]2[C@@H]3CC[C@H]4C[C@](C)(O)CC[C@]4(C)[C@H]3CC[C@]12C
64. CCCCC/C=C\C/C=C\C/C=C\CCCCC(=O)NCCO
91. C[N+]1([O-])[C@H]2CC[C@H]1CC(OC(=O)[C@@H](CO)c1ccccc1)C2 (some centres undefined)
29. NC(Cn1ccc(=O)[nH]c1=O)C(=O)O (centres undefined)
entry no.,82,73,90,88,81,64,91,29
N370S GC mod,/,-9%,/,/,/,4%,/,-1%
GCN5L2 inh,-1%,/,-2%,-9%,-2%&-2%,/,-13%,/

21. Cc1ccc(N=C=O)cc1N=C=O
99. CCOC(=O)NC(O)C(Cl)(Cl)Cl (centres undefined)
30. O=C(O)c1cc(Cl)ccc1Cl
35. N[C@H](CP(=O)(O)O)C(=O)O
96. O=[N+]([O-])C(Br)(CO)CO
49. CCBr
entry no.,21,99,30,35,96,49
N370S GC mod,-10%,/,-4%,-3%,/,-4%
GCN5L2 inh,/,-5%,/,/,?,/
